Source: PubChem (National Center for Advancing Translational Sciences (NCATS))
Tau fibril ThT – inhibitors of human tau fibril formation, thioflavin T binding; recombinant tau K18 P301L, heparin-induced fibrillization, ThT fluorescence; P10636; Potency, µM (doses to about 57.4 µM), inactives show at the top dose activity, negative = inhibition, actives largely listed as inhibitors; 270,000 tested, 2.1% active; note: % is set by controls: 0 for no effect and ±100 for the full control effect; nearly all actives have a fitted effect of over 55% in size
Target sequence (P10636 561-689 P618L limits assumed): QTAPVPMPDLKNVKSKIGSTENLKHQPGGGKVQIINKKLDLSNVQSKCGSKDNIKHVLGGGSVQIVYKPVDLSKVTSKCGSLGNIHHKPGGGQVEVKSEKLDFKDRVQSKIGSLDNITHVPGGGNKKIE
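Heparin-induced fibrillization of the P301L-mutant K18 repeat-domain fragment of human tau was followed by ThT binding in quantitative high-throughput format.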
aGal spleen mod – inhibitors or activators of human alpha-galactosidase in spleen homogenate; P06280; human spleen homogenate, 4MU-alpha-Gal fluorescence, 40 min; Potency, µM (titrated, usually from 80 µM), without a hit: top-dose activity change, negative = inhibition, hits mostly inhibitors; 240,000 tested, 0.008% active;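 note: 0% = enzyme with vehicle and -100% = no enzyme basal signal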
Target sequence (P06280 32-429 limits assumed): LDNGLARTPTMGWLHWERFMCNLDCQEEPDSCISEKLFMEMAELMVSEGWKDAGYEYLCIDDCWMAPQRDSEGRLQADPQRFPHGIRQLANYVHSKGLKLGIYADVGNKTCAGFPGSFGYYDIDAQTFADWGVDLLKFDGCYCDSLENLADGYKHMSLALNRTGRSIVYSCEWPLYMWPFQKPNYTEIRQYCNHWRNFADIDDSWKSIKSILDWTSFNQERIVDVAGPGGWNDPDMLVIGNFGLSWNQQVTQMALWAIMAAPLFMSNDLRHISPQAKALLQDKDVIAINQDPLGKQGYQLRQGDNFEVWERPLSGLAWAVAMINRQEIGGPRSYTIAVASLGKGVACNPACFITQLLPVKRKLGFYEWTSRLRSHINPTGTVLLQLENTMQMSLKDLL
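Fluorogenic readout (Ex 365/Em 440 nm) of 4-methylumbelliferone released from 1 mM 4-MU-alpha-galactoside by spleen homogenate, 40 min at 37C, pH 5.0. Data normalized to no-enzyme and enzyme controls; Hill-equation AC50 from compound titrations.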
HTT cytoprotect – Huntington cell model cytoprotection by ATP luminescence; PC12 HTT-Q103 induced, cytoprotection, ATP luminescence, 40 h; Potency, µM (series often up to 56.4 µM), for inactives: cytoprotection (ATP increase), usual class: activators; 230,000 tested, 0.14% active; AID 1471;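 note: % of control where 0% means no effect; nearly all actives have a fitted effect of over 45% in size; toxic huntingtin expression switched on by the ecdysone agonist tebufenozide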
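PC12 cells stably carrying ecdysone-inducible Htt exon 1 (Q103)–GFP were induced with 100 nM tebufenozide (final) alongside library compounds in a dose series. Cytoprotection was scored as retained ATP by ATPlite luminescence.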
GAA glycogen – inhibitors or activators of human alpha-glucosidase glycogen cleavage | Potency, µM (highest dose often 76.4 µM), inactives show top-dose activity change, negative = inhibition, usual class: inhibitors | P10253 | 300,000 tested, 0.38% active | recombinant GAA, glycogen substrate, Amplex Red glucose oxidase fluorescence;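 note: 0% = full enzyme reaction and -100% = no-enzyme basal signal; the screen sought inhibitors and activators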
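Natural-substrate format: glycogen cleavage by 4 nM human enzyme, glucose read by Amplex Red coupling (Ex 573, Em 610 nm). Normalized to enzyme and no-enzyme controls.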
aGlu spleen mod – lysosomal alpha-glucosidase (human) modulation | P10253 | human spleen homogenate, 4-MU-alpha-glucoside fluorescence | Potency, µM (series often up to 79.9 µM), inactives show at the top dose activity change, negative = inhibition, hits mostly inhibitors | 240,000 tested, 0.006% active;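 note: 0% = enzyme with vehicle and -100% = no enzyme basal signal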
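Enzyme source: human spleen homogenate, 1 ug/well. Buffer 50 mM citric acid/K phosphate pH 5.0, 0.01% Tween-20. 4-MU-alpha-glucoside 1 mM; 37 C x 40 min; NaOH/glycine stop; fluorescence.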
Tau fluor cs – counter-screen for tau fibril formation inhibitors; tau K18 P301L Alexa594 fluorescence, heparin fibrillization; Potency, µM (doses to about 57.7 µM), inactives show at the top dose activity change, negative = decrease; 280,000 tested, 0.93% active; note: % is set by controls: 0 for no effect and ±100 for the full control effect; nearly all actives have a fitted effect of over 55% in size
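Human tau K18 P301L (15 uM unlabeled, 0.24 uM Alexa 594-labeled) in 100 mM sodium acetate pH 7 with 20 uM heparin, 6 hr at 37 C. ThT 30 uM added, 1 hr ambient; Alexa 594 FP and total fluorescence read at 555/632 nm.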
GAA inhib – inhibitors of human lysosomal alpha-glucosidase | P10253 | purified human GAA, 4-MU-alpha-glucoside fluorescence | Potency, µM (highest dose often 76.9 µM), without a hit: at the highest dose activity change, negative = inhibition, hits mostly inhibitors | 200,000 tested, 0.005% active | AID 1466;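 note: plate controls were uninhibited enzyme wells for no effect and no-enzyme background for full effect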
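Activity normalized between no-enzyme (basal) and enzyme-only wells. Conditions: 4 nM human enzyme, 400 uM fluorogenic substrate, citrate/phosphate pH 5.0 with Tween-20, 20 min room temperature, compounds up to 77 uM.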
Tau fibril FP – inhibitors of human tau fibril formation; 280,000 tested, 0.39% active; K18 P301L tau heparin fibrillization, Alexa594 FP, 6 h; Potency, µM (highest dose often 57.7 µM), for inactives: at the highest dose activity, negative = inhibition, most hits filed as inhibitors; AID 1468; P10636; note: % is set by controls: 0 for no effect and ±100 for the full control effect; nearly all actives have a fitted effect of over 55% in size
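Heparin (20 uM) drove fibril formation of recombinant tau K18 P301L, 15 uM unlabeled with 0.24 uM Alexa 594 label, for 6 hr at 37 C in 100 mM sodium acetate pH 7. Fluorescence polarization (555/632 nm) read 1 hr after 30 uM ThT.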
* hit, by the source's call; ? = inconclusive; nt = no result given; [ ] = another dose, or the depositor's remark. Calls come from the whole dose curve; as a rule, active = well fitted curve in the direction sought with a large enough effect; inconclusive = small, poorly fitted or top-dose-only effect, or another doubt; inactive = no such curve, though single readings can be large; an effect the other way counts as inactive or inconclusive. Potency is the fitted concentration of half-maximal effect.

Screens in order: Tau fibril ThT	aGal spleen mod	HTT cytoprotect	GAA glycogen	aGlu spleen mod	Tau fluor cs	GAA inhib	Tau fibril FP
Cc1nc(SCC(=O)Nc2cc(C)on2)c2c(=O)n(C)c(=O)n(C)c2n1
 : -3%	8%	-11%	4%	7%	-1%	?	-2%
COc1cccc(N2CCN(c3ncnc4c3cnn4-c3ccc(C)cc3C)CC2)c1
 : ?	3%	-124%[inhibitor]	-18%	-11%	-15%	-13%[15.4 µM]	9%
O=S(=O)(c1ccc(Br)s1)N1CCN(c2cccc(C(F)(F)F)c2)CC1
 : -14%	nt	nt	-11%[76.3 µM]	nt	?	nt	?
CCCN1C(=O)/C(=C\C=C2\N(CC)c3ccccc3C2(C)C)SC1=S
 : ?	-2%	-1%[10 µM]	2%	3%	-7%	10%	-15%
CCCOc1ccc2c3c(c(=O)oc2c1OCCC)CCC3
 : -12%	13%	-25%	-9%	5%	-9%	0%	-7%
OC(CNC1CCCc2ccccc21)COc1ccc2ccccc2c1 (configuration not stated)
 : -4%	4%	20%[10 µM]	1%	7%	-10%	-2%	5%
CN(C(=O)C1CCN(S(=O)(=O)c2cccs2)CC1)c1ccccc1
 : 0%	3%	?	-18%	-19%	5%	-3%	3%
COC(=O)c1ccccc1NC(=O)CN(c1ccccc1OC)S(C)(=O)=O
 : -5%	nt	nt	-5%[76.3 µM]	nt	-10%	nt	-15%
COc1[nH]c(/N=C/c2ccccc2)c(C#N)c1C#N
 : ?	8%	-2%[0.074 µM]	-20%	2%	-10%	1%	-10%
N#CC(C#N)=CC1=C2OC(c3ccccc3)=CC(c3ccccc3)=C2CCC1
 : -16%	0%	-19%	-15%	-3%	-25%	-14%	?
Cc1ccc2[nH]c(=O)c(CN(Cc3ccco3)C(=O)CN3CCCC(C)C3)cc2c1 (configuration not stated)
 : -18%	-19%	-1%[10 µM]	1%	-5%	-17%	6%	1%
CCOC(=O)C1(CC)NC(c2ccco2)C2C(=O)N(C)C(=O)C21 (configuration not stated)
 : -6%	-9%	-31%[1.9 µM]	0%	-21%	-7%	3%	0%
CCOC(=O)c1ccc(NC(=O)c2c(NC(C)=O)sc3c2CCC(C)C3)cc1 (configuration not stated)
 : ?	nt	nt	-20%[76.3 µM]	nt	-26%	nt	-6%
N=c1sccn1CC(=O)Nc1ccc(S(N)(=O)=O)cc1
 : -3%	11%	1%[10 µM]	2%	1%	-5%	-5%	-3%
Cn1cc(C(=O)NCCN2CCN(c3cccc(Cl)c3)CC2)c2c3ccccc3n(C)c2c1=O
 : -17%	0%	-11%	-11%	-11%	-8%	0%	0%
Cc1[nH]n(-c2cccc(Cl)c2)c(=O)c1C=NC12CN3CN(CN(C3)C1)C2
 : -7%	1%	?	6%	-4%	-6%	1%	4%
O=C(Nc1cccc(Br)c1)N1CCC(CN2CCCCC2)CC1
 : 2%	nt	nt	-14%[76.3 µM]	nt	6%	nt	1%
CCN1CCCc2cc(CN(CCN3CCOCC3)C(=O)Nc3ccc(C)c(C)c3)ccc21
 : ?	-13%	-20%	11µM*	-1%	?	-5%	8%
COC(=O)C1CCN(c2cc(=O)n(-c3ccccc3Cl)c(=O)[nH]2)CC1
 : -10%	-3%	32%	5%	-15%	-1%	5%	-3%
CCCCOC(=O)C[N+](C)(C)CCOC1CC2CCC1(C)C2(C)C (configuration not stated)
 : 0%	-5%	29%[10 µM]	6%	-4%	0%	-2%	15%

The results go on.
Screens in order: Tau fibril ThT	aGal spleen mod	HTT cytoprotect	GAA glycogen	aGlu spleen mod	Tau fluor cs	GAA inhib	Tau fibril FP
COc1ccc(C2CC3CC(c4ccccc4)N2O3)cc1 (configuration not stated)
 : 8%	4%	-8%	-7%	-3%	12%	-7%	4%
COc1ccc(CNC(=O)COC(=O)c2ccc(Br)cc2)cc1
 : -4%	-3%	-24%	?	6%	-10%	-6%	-16%
O=C(CN(Cc1ccccc1)C1=NCCS1)c1ccc(Cl)cc1
 : -11%	-6%	4%[10 µM]	6%	-7%	-7%	-11%	?
Cc1nnc(Nc2ccc(Cl)cc2)n(N)c1=O
 : 5%	2%	-8%	5%	-4%	3%	-3%	2%
CC(OC(=O)c1ccc2ccccc2n1)C(=O)Nc1ccc(N2CCOCC2)cc1 (configuration not stated)
 : ?	1%	-8%	9%	-6%	-18%	-4%	1%
COC(=O)c1ccc(N/C=C\C(=O)c2ccc3c(c2)OCO3)cc1
 : 0%	3%	11%[10 µM]	-6%	3%	0%	3%	2%
CSc1nc(C(=O)N2CCCC(C(=O)c3ccc(Cl)cc3)C2)cs1 (configuration not stated)
 : -23%	-5%	14%[10 µM]	18%	-14%	-21%	13%	0%
Cc1cccc(NC(=S)N(CCCN2CCOCC2)C(C)c2cc3ccccc3o2)c1 (configuration not stated)
 : -10%	6%	-13%	-1%	-8%	-15%	?	?
CCCCc1nc2sc3c(=O)n(N)cnc3c2c2c1CCC2
 : 1%	-2%	?	5%	-4%	1%	8%	6%
COc1ccc(NC(=O)Nc2ccc(C(=O)N3CCOCC3)cc2)c(OC)c1
 : -14%	6%	-1%[10 µM]	-11%	5%	-15%	nt	-2%
CCc1ccc(C2CC(c3ccco3)=NN2S(C)(=O)=O)cc1 (configuration not stated)
 : -11%	0%	-36%	5%	-3%	-6%	6%	-1%
CCCOC(=O)CC1C(=O)NCCN1C(=O)OC(C)(C)C (configuration not stated)
 : -4%	2%	5%[10 µM]	-12%	4%	-9%	-2%	-13%
O=C(CN1CCN(Cc2ccccc2)CC1)Nc1ccc([N+](=O)[O-])cc1C(=O)Nc1ccccc1F
 : -16%	4%	-28%[10 µM]	11%	0%	-26%	-12%	5%
COCCCNc1nc(N)c([N+](=O)[O-])c(Nc2cc(OC)ccc2OC)n1
 : ?	3%	-6%[10 µM]	-5%	1%	-28%	nt	-5%
COc1ccc(NS(=O)(=O)c2ccc(N3C(=O)CCC3=O)cc2)cc1
 : -6%	2%	7%	-6%	1%	-5%	1%	2%
Nc1nc(N2CCN(c3ccc(F)cc3)CC2)n[nH]1
 : -4%	0%	-46%[inhibitor][1.9 µM]	?	-20%	2%	3%	2%
CCOc1ccccc1NC(=O)CSCC(=O)Nc1ccccc1
 : -11%	-15%	1%	3%	-8%	-14%	-3%	-13%
C=CCSc1nc(O)c(C2OC(=O)c3c2ccc(OC)c3OC)c(=O)n1-c1ccccc1 (configuration not stated)
 : ?	-1%	3%[10 µM]	0%	1%	0%	nt	-6%
COC(=O)CNC(=O)c1cc(-c2ccncc2)nc2c(C)c(Cl)ccc12
 : -9%	-9%	8%[10 µM]	-7%	0%	-25%	-3%	-4%
O=C(CN1CCCC1)N1CCCc2c1c(=O)oc1ccc(OCc3ccccc3)cc21
 : -9%	5%	-24%	?	4%	-12%	-4%	?

The last 5 entries of the section above come first, to join the parts:
Screens in order: Tau fibril ThT	aGal spleen mod	HTT cytoprotect	GAA glycogen	aGlu spleen mod	Tau fluor cs	GAA inhib	Tau fibril FP
Nc1nc(N2CCN(c3ccc(F)cc3)CC2)n[nH]1
 : -4%	0%	-46%[inhibitor][1.9 µM]	?	-20%	2%	3%	2%
CCOc1ccccc1NC(=O)CSCC(=O)Nc1ccccc1
 : -11%	-15%	1%	3%	-8%	-14%	-3%	-13%
C=CCSc1nc(O)c(C2OC(=O)c3c2ccc(OC)c3OC)c(=O)n1-c1ccccc1 (configuration not stated)
 : ?	-1%	3%[10 µM]	0%	1%	0%	nt	-6%
COC(=O)CNC(=O)c1cc(-c2ccncc2)nc2c(C)c(Cl)ccc12
 : -9%	-9%	8%[10 µM]	-7%	0%	-25%	-3%	-4%
O=C(CN1CCCC1)N1CCCc2c1c(=O)oc1ccc(OCc3ccccc3)cc21
 : -9%	5%	-24%	?	4%	-12%	-4%	?
C/C=C\C(=O)Nc1cccc(C2=NOC3(C2)C[C@H](C(N)=O)N(C(=O)/C=C/CC)C3)c1 (some centres not stated)
 : 11%	-3%	-13%[10 µM]	5%	-2%	21%	nt	6%
CCOc1ccc(N=C2NC(=O)S/C2=C\c2ccc(Cl)cc2)cc1
 : ?	-18%	-3%	0%	-7%	-21%	-1%	-9%
COCCCNC(=O)C1CCN(c2ncnc3c2nc2n3CCCCC2)CC1
 : 0%	nt	nt	13%[76.3 µM]	nt	4%	nt	-2%
COc1ccc(OCC(=O)NC(=S)N2CCCc3ccccc32)cc1
 : ?	-14%	5%	?	-4%	-26%	-3%	9%
CCCCS(=O)CC(O)COc1ccc(C(C)(C)C)cc1 (configuration not stated)
 : 2%	8%	-28%	-7%	6%	5%	0%	5%
FC(F)(F)c1cc(-c2cccs2)nc(NCc2ccco2)n1
 : -7%	-7%	-6%	11%	-3%	-13%	-5%	-10%
O=C(CSc1n[nH]c(-c2cc(Cl)ccc2Cl)n1)NCCN1C(=O)CSC1=O
 : -4%	-4%	3%[1.9 µM]	1%	-4%	-9%	0%	1%
C#CCOCCOCCOCCNc1nc(N2CCN(C(=O)[C@H](CCC(=O)O)n3cc(C(N)CO)nn3)CC2)nc(N2CCN(C(=O)[C@H](CCCCN)n3cc(C(N)CC(C)C)nn3)CC2)n1 (some centres not stated)
 : -8%	-6%	11%[10 µM]	-3%	-5%	4%	nt	10%
C=CCN1C(=O)C(Cc2ccccc2)SC1=Nc1ccc(C(=O)O)cc1 (configuration not stated)
 : 1%	9%	22%[10 µM]	-2%	10%	8%	-2%	2%
COc1ccc(Cl)cc1N(CC(=O)Nc1ccccc1C(=O)NCc1ccco1)S(C)(=O)=O
 : 0%	-9%	9%	6%	-9%	-12%	?	8%
CCNC(=S)Nc1ccc(C)c(S(=O)(=O)Nc2ccccc2OC)c1
 : -2%	-4%	21%[10 µM]	-5%	-9%	-24%	nt	-12%
COc1ccc(NC(=O)NCc2ccco2)cc1OC
 : -3%	-1%	11%[10 µM]	19%	7%	3%	11%	2%
CC1(C)CC(=O)C(C=NCc2cccnc2)=C(O)C1
 : 1%	-4%	5%	-4%	-2%	7%	1%	5%
Cc1nn(-c2cccc(Cl)c2)c2nc(-c3cccnc3)cc(C(F)(F)F)c12
 : 3%	nt	nt	18%[76.3 µM]	nt	-7%	nt	-7%
